# Tau fibril ThT – inhibitors of human tau fibril formation, thioflavin T binding; recombinant tau K18 P301L, heparin-induced fibrillization, ThT fluorescence; Potency, µM (top dose mostly 57.4 µM), for inactives: at the top dose activity, negative = inhibition, most hits filed as inhibitors; actives 2.1% (n = 270,000); AID 1460; also: nearly all actives have a fitted effect of over 55% in size
# Target sequence (P10636 561-689 P618L limits assumed): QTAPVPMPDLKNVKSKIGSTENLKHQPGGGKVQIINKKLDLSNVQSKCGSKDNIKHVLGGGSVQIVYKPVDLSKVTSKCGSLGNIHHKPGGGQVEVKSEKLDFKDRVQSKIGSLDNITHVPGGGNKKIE
#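 Heparin-induced fibrillization of the P301L-mutant K18 repeat-domain fragment of human tau was followed by ThT binding in quantitative high-throughput format.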
# TexasRed fluor – counter-screen for TRb-SRC2 inhibitors: fluorescence interference; TRb/SRC2 Texas Red total fluorescence interference; Potency, µM (highest dose often 106 µM), without a hit: top-dose fluorescence change, negative = quenching; actives 0.29% (n = 280,000); AID 1479; active = well fitted curve in either direction with a large enough effect; inconclusive = small, poorly fitted or top-dose-only effect
#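 Human TRb ligand-binding domain at 0.6 uM with 20 nM Texas Red SRC2 peptide in Tris buffer containing 1 uM T3 and 5% DMSO, incubated with compound 5 h at ambient temperature. Total fluorescence (555/632 nm) calculated as parallel + 2 × perpendicular.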
# Tau fibril FP – tau fibrillization inhibition (FP); K18 P301L tau heparin fibrillization, Alexa594 FP, 6 h; Potency, µM (highest dose often 57.7 µM), without a hit: at the highest dose activity, negative = inhibition, most hits filed as inhibitors; actives 0.39% (n = 280,000); also: nearly all actives have a fitted effect of over 55% in size
#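 Steps: dispense K18 P301L tau (15 uM plus 0.24 uM Alexa 594 tracer, final) in pH 7 sodium acetate; add compound; add heparin (20 uM final); incubate 6 hr, 37 C; add ThT (30 uM final); after 1 hr ambient, read FP.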
# L3MBTL1 block – blocks human L3MBTL1; AlphaScreen L3MBTL1–H3K9me1 peptide binding; Q9Y468; AID 485360; actives 0.66% (n = 230,000); Potency, µM (top dose mostly 57.1 µM), without a hit: at the highest dose activity, negative = inhibition, usual class: inhibitors; also: nearly all actives have a fitted effect of over 60% in size
# Target sequence (Q9Y468 whole entry, looked up): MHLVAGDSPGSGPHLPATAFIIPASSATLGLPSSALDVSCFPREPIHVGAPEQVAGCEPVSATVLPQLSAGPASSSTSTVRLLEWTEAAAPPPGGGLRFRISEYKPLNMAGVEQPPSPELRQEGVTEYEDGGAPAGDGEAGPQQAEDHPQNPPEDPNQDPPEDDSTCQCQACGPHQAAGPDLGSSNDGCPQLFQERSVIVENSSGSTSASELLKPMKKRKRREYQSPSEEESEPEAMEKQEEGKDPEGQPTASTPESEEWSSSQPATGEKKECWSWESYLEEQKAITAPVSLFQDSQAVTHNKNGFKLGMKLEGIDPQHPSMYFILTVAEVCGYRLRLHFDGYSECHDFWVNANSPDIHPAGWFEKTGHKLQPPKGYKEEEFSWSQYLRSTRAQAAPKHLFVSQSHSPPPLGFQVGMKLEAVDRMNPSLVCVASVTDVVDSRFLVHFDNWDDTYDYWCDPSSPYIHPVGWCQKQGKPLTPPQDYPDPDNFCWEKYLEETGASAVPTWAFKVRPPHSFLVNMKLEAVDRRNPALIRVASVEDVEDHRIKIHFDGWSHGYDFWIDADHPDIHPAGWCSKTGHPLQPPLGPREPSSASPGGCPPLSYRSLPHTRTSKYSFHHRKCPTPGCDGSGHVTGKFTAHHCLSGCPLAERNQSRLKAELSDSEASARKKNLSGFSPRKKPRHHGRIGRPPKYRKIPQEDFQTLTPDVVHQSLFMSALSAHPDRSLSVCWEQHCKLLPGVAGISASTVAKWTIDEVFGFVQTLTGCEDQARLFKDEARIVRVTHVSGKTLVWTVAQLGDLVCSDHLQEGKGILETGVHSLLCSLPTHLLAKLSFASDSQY
#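 First, the protein-peptide complex forms for 30 min at room temperature (L3MBTL1 50 nM, biotinylated H3K9me1 peptide 75 nM). Next, compounds are pin-transferred and incubated 30 min. Finally, AlphaScreen beads are added and read after 30 min.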
# Tau fluor cs – counter-screen for tau fibril formation inhibitors; actives 0.93% (n = 280,000); tau K18 P301L Alexa594 fluorescence, heparin fibrillization; Potency, µM (doses to about 57.7 µM), inactives show top-dose activity change, negative = decrease; also: nearly all actives have a fitted effect of over 55% in size
#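 Human tau K18 P301L (15 uM unlabeled, 0.24 uM Alexa 594-labeled) in 100 mM sodium acetate pH 7 with 20 uM heparin, 6 hr at 37 C. ThT 30 uM added, 1 hr ambient; Alexa 594 FP and total fluorescence read at 555/632 nm.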
# TRb SRC2 PPI – disrupts binding of human TR beta to SRC2; actives 0.065% (n = 280,000); Potency, µM (top dose mostly 106 µM), inactives show at the top dose activity change, negative = inhibition, most hits filed as inhibitors; TRbeta-SRC2 peptide binding, fluorescence polarization; receptor liganded with 1 µM T3; P10828;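 also: plate controls were bound peptide for no effect and peptide without receptor for full effect; nearly all actives have a fitted effect of over 50% in size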
#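 Polarization signal, normalized between peptide-alone and full complex controls, measured compound effects on T3-liganded human TRb LBD (0.6 uM) binding 20 nM Texas Red SRC2 peptide after 5 hr.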
# GLA spleen mod – alpha-galactosidase A (human) modulation; P06280; human spleen homogenate, 4MU-alpha-Gal fluorescence, 40 min; Potency, µM (doses to about 80 µM), for inactives: at the top dose activity change, negative = inhibition, usual class: inhibitors; actives 0.008% (n = 240,000); AID 2107;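 also: 0% = enzyme with vehicle and -100% = no enzyme basal signal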
#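 Inhibition or activation of alpha-galactosidase in human spleen homogenate is scored by 4-MU fluorescence after 40 min at 37C, pH 5.0, with 1 mM substrate. AC50s come from concentration-response fitted to the Hill equation.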
# ALDH1A1 block – ALDH1A1 (human) enzyme inhibition; P00352; Purified ALDH1A1, NADH fluorescence, propionaldehyde substrate; Potency, µM (top dose mostly 75.3 µM), for the others: at the top dose activity, negative = inhibition, actives largely listed as inhibitors; actives 7.3% (n = 220,000); AID 1030; active = well fitted inhibition curve with a large enough effect, not every such curve was filed as active; inconclusive = small, poorly fitted or top-dose-only effect, or another doubt; inactive = no such curve, though single readings can be large or run the other way;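 also: plate controls were no enzyme wells and a reference inhibitor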
# Starred values were filed as active, the others as inactive; ? = inconclusive; nt = not tested or not shown; [ ] = remark or other dose. Unless noted, calls follow the shape of the dose curve; as a rule, active = well fitted curve in the direction sought with a large enough effect; inconclusive = small, poorly fitted or top-dose-only effect, or another doubt; inactive = no such curve, though single readings can be large; an effect the other way counts as inactive or inconclusive. Unless noted, % is scaled to controls: 0 for no effect and ±100 for the full control effect; potency is read from the fitted curve at half-maximal effect. Rows are unselected. Share with any hit: about 8.5%.
SMILES,Tau fibril ThT,TexasRed fluor,Tau fibril FP,L3MBTL1 block,Tau fluor cs,TRb SRC2 PPI,GLA spleen mod,ALDH1A1 block
Cc1c2cnn(-c3ccccc3)c(=O)c2c(C)n1CCCC(=O)NCCN1CCN(C)CC1,nt,-2.2%,13.1%[0.0958 µM],nt,16.4%[0.0958 µM],-2.8%,9.2%,nt
Cc1nc2ccccc2n1CC(=O)N/N=C/c1cccs1,-4.0%,-2.9%,12.1%,2.9%,2.6%,-2.8%,-4.0%,13.3%
Cc1ccccc1C(=O)NCCCc1ccccc1,-0.8%,-2.9%,3.8%,16.5%,8.1%,0.7%,-0.3%,-7.7%
Cc1ccc(N(CC(=O)O)S(C)(=O)=O)cc1,-1.4%,-0.9%,4.0%,2.4%,2.5%,2.4%,1.5%,10.8%
CCN(CC)CCn1c(NC(=O)c2ccc(C(F)(F)F)cc2)nc2ccccc21,0.1%,-1.5%,0.4%,nt,-5.7%,-0.5%,-0.1%,?
O=C1OCCC1S(=O)(=O)c1ccc2ccccc2c1 (stereo unspecified),3.2%,-0.3%,-2.0%,1.7%,5.1%,-6.8%,-25.5%,-2.7%
CCOc1ccc(NC(=O)c2c[nH]n3c(=O)cc(C4CCN(C(=O)OC(C)(C)C)CC4)nc23)cc1,nt,-3.5%,10.5%,nt,-6.5%,4.5%,-8.1%,nt
CCOC(=O)C1=C(O)CSC1=Nc1ccccc1,-0.8%,0.9%,5.5%,10.8%,-6.0%,2.4%,-7.0%,16.3%
COc1ccc(-n2nnc3c(SCC(=O)c4ccccc4)ncnc32)cc1,?,0.8%,?,2.6%,?,-6.4%,-1.1%,?
COc1ccc(Cc2nnc(SCC(=O)N3CCN(c4ccccc4)CC3)o2)cc1,?,-4.1%,0.2%,-19.9%[11.4 µM],-8.2%,-18.9%,7.4%,?
CC1=C(C#N)C(/C=N/OCc2ccc(Cl)cc2)CC(=O)N1 (stereo unspecified),-13.4%,-1.9%,-8.6%,31.5%[activator],-14.0%,-4.1%,?,?
COc1cccc(CNc2ccc(Br)cn2)c1O,-10.4%,-5.4%,-10.0%,-1.4%,-21.4%,5.6%,-3.0%,-0.9%
N#C/C(=C/c1ccc(CNS(=O)(=O)c2ccccc2)o1)C(=O)NCc1ccccc1,-7.4%,3.9%,-2.7%,2.6%,-6.0%,0.4%,-1.2%,1.3%
Cc1ccc2c(c1)N(CCC(=O)NCc1ccc(F)cc1)C(=O)CO2,-1.2%,5.7%,-0.6%,nt,-6.1%,4.1%,nt,nt
Cn1ncc2c(Nc3cccc(C#N)c3)ncnc21,1.1%,-2.0%,-2.7%,nt,-9.9%,-2.5%,nt,nt
COc1ccc(OC)c(CNC(=O)CN2CC(C)Sc3ccccc32)c1 (stereo unspecified),-3.0%,-3.5%,?,nt,-15.3%,5.7%,nt,nt

# Fetched by structure from the entries so far:
SMILES,Tau fibril ThT,TexasRed fluor,Tau fibril FP,L3MBTL1 block,Tau fluor cs,TRb SRC2 PPI,GLA spleen mod,ALDH1A1 block
COc1ccc(Cc2nnc(SCC(=O)N3CCN(c4ccccc4)CC3)o2)cc1,?,-4.1%,0.2%,-19.9%[11.4 µM],-8.2%,-18.9%,7.4%,?
COc1cccc(CNc2ccc(Br)cn2)c1O,-10.4%,-5.4%,-10.0%,-1.4%,-21.4%,5.6%,-3.0%,-0.9%

# Next compounds follow.
SMILES,Tau fibril ThT,TexasRed fluor,Tau fibril FP,L3MBTL1 block,Tau fluor cs,TRb SRC2 PPI,GLA spleen mod,ALDH1A1 block
COC(=O)CN1C(=S)N(c2ccc(F)cc2)C(=O)C1CC(=O)Nc1ccc(OC)cc1 (stereo unspecified),-2.7%,-1.9%,-12.9%,1.7%,-15.9%,-4.9%,15.9%,nt
CC(=O)c1c(C)[nH]c(C(=O)CSc2nnc(CN3CCCCCC3=O)n2-c2ccccn2)c1C,-0.3%,-2.8%,-10.3%,-2.8%,-1.4%,3.7%,-14.4%,-14.5%
CCCc1nnc(SCC(=O)N2CCCCC2C)n1CCCOC (stereo unspecified),-7.7%,-7.5%,-16.8%,0.8%,-5.7%,-4.1%,5.5%,-14.6%
NC(=O)CSCc1nc2ccccc2s1,-12.6%,4.5%,0.2%,nt,-8.6%,-18.5%,-0.6%,7.94µM*
CCOc1ccc(-n2c(SCc3cc(=O)oc4cc(C)c(C(C)C)cc34)nnc2-c2cccnc2)cc1,-12.7%,-18.9%,-0.7%,-8.3%,-4.5%,2.5%,-0.7%,?
C=CCn1c(N)nc2ccccc21,-4.2%,-1.9%,-2.1%,1.9%,-4.0%,-15.4%,-5.5%,3.9%
COc1cccc(CNC(=O)CN(c2ccc(C)cc2)S(=O)(=O)N(C)C)c1OC,3.3%,-2.1%,2.9%,nt,-8.1%,0.2%,nt,nt
NCCCC[C@H](NC(=O)C1CCNCC1)c1nnc([C@@H](N)CO)o1,5.1%,-0.3%,5.0%,8.4%,6.5%,1.6%,-1.9%,1.8%
CCOC(=O)CC(NC(=O)c1ccccc1)c1ccc(OC)cc1 (stereo unspecified),-5.3%,4.8%,-1.1%,20.9%,0.3%,0.7%,-0.8%,-0.6%
CC(=O)c1ccc(OCCCC(=O)n2nnc3ccccc32)cc1,?,1.4%,9.4%,10.5%,8.8%,-2.0%,0.6%,10.1%
O=C(NCc1ccccc1)C(=O)NCC(c1cccs1)S(=O)(=O)c1ccccc1 (stereo unspecified),10.7%,-4.2%,11.8%,nt,11.1%,4.5%,nt,nt
N=c1ccn(Cc2ccc(F)cc2)cc1,-3.5%,-9.1%,4.3%,0.8%,-2.1%,11.2%,6.5%,nt
CCOC(=O)c1ccc2[nH]c(C)cc(=O)c2c1,-14.9%,-0.5%,-7.5%,1.2%,-1.3%,-3.2%,-9.5%,?
COc1ccc(-c2nc(CNS(=O)(=O)c3cc(OC)ccc3OC)cs2)cc1,-12.4%,-2.8%,3.0%,-7.3%,-13.4%,-8.7%,9.3%,?
CC(C)(C)NC(=O)C(Cc1ccccc1)NS(=O)(=O)c1cccc2nsnc12 (stereo unspecified),-3.0%,-1.8%,5.6%,0.7%,3.3%,6.5%,-3.5%,-6.2%
Cc1cccc[n+]1CCCCCCCCCC[n+]1ccccc1C,0.7%,-2.3%,1.5%,15.6%,4.4%,0.4%,2.7%,5.0%
CCN(CC)S(=O)(=O)c1ccc(C(=O)NCC(c2cccs2)N2CCOCC2)cc1 (stereo unspecified),2.6%,3.1%,0.9%,0.9%,-1.8%,-9.1%,4.1%,?
COCCn1c(=NC(=O)c2ccc(S(=O)(=O)N3CCc4ccccc4C3)cc2)sc2cc(S(N)(=O)=O)ccc21,3.6%,-2.1%,?,-8.7%,-20.6%,2.1%,7.0%,?
COc1ccc2nc(C)[nH]c(=O)c2c1,-8.5%,-3.8%,1.4%,-2.3%,2.9%,-19.7%,7.2%,-3.2%
CC(=O)c1ccc(N2CCN(C(=S)Nc3cccc(F)c3)CC2)cc1,?,0.5%,-6.7%,-0.8%,-14.7%,6.4%,4.9%,-3.2%
CC(C)c1ccc(NC(=O)C(Cc2ccccc2)n2cccc2)cc1 (stereo unspecified),?,-12.1%,?,nt,?,2.1%,nt,nt
COc1ccc2cnn(-c3ccc(C)cc3)c(=O)c2c1OC,6.1%,-0.7%,-1.7%,nt,3.3%,-23.8%,5.7%,?
Cc1ccc(C(C)C)c(O)c1,-3.8%,-1.6%,-4.0%,nt,-2.0%,4.1%,4.3%,1.9%
CCNC(=O)c1c(NC(=O)Cc2coc3cc(C)cc(C)c23)sc2c1CCCC2,2.3%,7.1%,-8.2%,nt,-4.9%,2.5%,nt,nt

# Only Tau fibril ThT, Tau fibril FP and Tau fluor cs, for 2 of the compounds above:
structure	Tau fibril ThT	Tau fibril FP	Tau fluor cs
CCN(CC)S(=O)(=O)c1ccc(C(=O)NCC(c2cccs2)N2CCOCC2)cc1 (stereo unspecified)	2.6%	0.9%	-1.8%
CC(C)c1ccc(NC(=O)C(Cc2ccccc2)n2cccc2)cc1 (stereo unspecified)	?	?	?

# Remaining list, next part.
SMILES,Tau fibril ThT,TexasRed fluor,Tau fibril FP,L3MBTL1 block,Tau fluor cs,TRb SRC2 PPI,GLA spleen mod,ALDH1A1 block
COc1ccc2nc(Nc3nc4cc5c(cc4s3)OCCO5)sc2c1,3.55µM*,-4.1%,6.0%,-6.0%,7.08µM*[quencher],3.2%,12.2%,?
C=CCc1cc(/C=C2/NC(=O)NC2=O)cc(OCC)c1O,-13.3%,-5.3%,8.5%,nt,-22.6%,-1.6%,6.6%,-7.1%
O=C(Nc1ncc(Cc2ccccc2Cl)s1)c1ccc2c(c1)CC(c1ccccc1)OC2=O (stereo unspecified),0.9%,-0.2%,?,nt,-6.2%,4.2%,nt,nt
COc1cccc(N2CCN(C3OC(=O)c4ccccc43)CC2)c1 (stereo unspecified),-5.0%,0.9%,4.4%,nt,-1.6%,1.8%,-1.0%,-10.1%
Cc1ccc(NC(=O)CC2Sc3ccccc3NC2=O)c(Br)c1 (stereo unspecified),2.4%,-0.6%,-8.1%,nt,-7.1%,-1.3%,nt,nt
CCOC(=O)c1nnc2c(-c3ccc(F)cc3)c(C)nn2c1N,?,-0.3%,-1.4%,nt,2.1%,-0.8%,nt,nt
Cc1c(/C=N\NC(=O)c2c[nH]c3ccccc23)cnn1C,-7.6%,-3.2%,2.3%,1.7%,-8.2%,2.7%,-1.0%,?
Cc1c(C(=O)c2ccc(Cl)cc2[N+](=O)[O-])c2ccccn2c1CCC#N,10.6%,2.3%,0.7%,?,7.9%,6.4%,1.1%,0.8%
Cc1ccccc1C(=O)N1CCc2ccccc2C1,-0.7%,0.9%,-9.3%,-6.7%,-2.8%,-9.4%,-20.7%,?
CCOC(=O)/C(N=Nc1ccc(C(=O)O)cc1[N+](=O)[O-])=C(\C)O,2.9%,-3.8%,-0.9%,-7.1%,-2.7%,-1.0%,-4.1%,-14.0%
N/C(=N\OC(=O)COc1cc(Cl)c(Cl)cc1Cl)c1ccncc1,-2.0%,-3.2%,-9.6%,-1.1%,-4.6%,1.5%,2.9%,2.9%
CCOc1ccccc1NC(=O)N1CCC2(CC1)Oc1ccccc1C(=O)N2Cc1ccccc1F,-0.2%,0.1%,2.7%,nt,-1.0%,-1.2%,nt,nt
O=C(CSc1ccc2c(c1)OCCO2)NCc1ccccc1,-2.0%,-2.8%,1.3%,nt,-6.4%,-5.4%,6.7%,-10.2%
COc1cc(-c2noc(CSc3nc(-c4ccc(F)cc4)cc(=O)[nH]3)n2)cc(OC)c1OC,-4.0%,-1.0%,-10.7%,nt,-5.4%,-13.8%,nt,nt
